# T cell HTS = T cell immune modulators affecting CD8 T cell-vesicle binding; 2C CD8+ T cell-vesicle binding, flow cytometry; active compounds read low; calls only at 7 µM; 330,000 tested, 0.068% active; AID 2052;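 active means response, share of CD8 T cells binding vesicles, and their 90th percentile fluorescence all below set limits, cut at about 80% in these data, passing the limit was not always enough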
#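 Material: murine 2C transgenic CD8+ T lymphocytes / Also added: QL9-peptide-loaded Drosophila micro-vesicles bearing Ld, ICAM-1 and B7-1 / Schedule: binding step 1.5 h, 37 °C, antibody labelling 20 min, ice / Signal: flow cytometry, PE anti-B7-1 (FL2) versus Alexa647 anti-CD8 (FL8), PFA-fixed / Evaluation: percent CD8+ FL2 mean versus row control / Benchmarks: naked versus QL9-loaded vesicles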
# Dynein cargo inh = dynein cargo transport inhibition; 3617.4 mouse cells, GR-EGFP nuclear translocation imaging; test concentration mostly 20 µM; stimulated with dexamethasone, 1 µM; active compounds read low; z-score, hits read low; 220,000 tested, 0.47% active; AID 1381;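 active means plate z-score of nuclear minus cytoplasmic receptor signal below a set negative limit, without overly bright fluorescence or cell loss, cut at about -3.5 in these data, passing the limit was not always enough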;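 further: z-score of nuclear minus cytoplasmic ring GR-EGFP intensity difference per well; some compounds called inactive have numbers as strong as hits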
#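 Buffer or medium: tet-free, stripped-serum medium; Also added: dexamethasone, 1.0 µM final; Technique: high-content fluorescence imaging after fixation; Times: 48 h induction, 1 h compound, 30 min dex at 37 °C; Read-out: per-cell GR-EGFP intensity, nucleus versus surrounding cytoplasmic ring, well-averaged.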
# Hep lipid drop = modulators of hepatic lipid droplet formation; 240,000 tested, 0.4% active; AML12 mouse hepatocytes, oleate lipid droplets, BODIPY imaging; AID 1656; inhibition, % at 6.5 µM;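 active means lipid droplet intensity inhibited by at least 50%, with more than 500 cells counted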
#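 Technique: fluorescence imaging, 20x objective, two fields per well / Assay system: AML12 hepatocytes (mouse) / Measure: % inhibition of lipid droplet signal / Doses: 6.5 µM single-point dosing / Incubation: overnight exposure / Reagent: 100 µM oleic acid challenge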
# Myeloid diff MLP = promotes myeloid progenitor differentiation; ER-HoxA9 myeloid progenitors, lysozyme-GFP differentiation, flow cytometry; calls only at 10 µM; 360,000 tested, 1% active; AID 624256;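 active means normalized GFP-positive differentiation at or above the plate's own cutoff, the solvent-only control mean plus 3 SD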;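 further: cells exposed to compound for four days before flow analysis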
# TNAP activators = human TNAP enzyme activators, primary screen, biochemical, luminescent, no phosphate acceptor, uHTS (AID 1001); purified TNAP, luminescent activation assay, no phosphate acceptor; higher activation fold means a stronger effect; one-dose activation fold at 20 µM; EC50 in µM for titrated hits; 200,000 tested, 0.03% active; in the data active means activation fold from about 3, or a potency from the dose series; inactive means the rest, 99 in 100 with activation fold below about 1.6; further: many of its hits are not listed in these tables
# b-catenin transl = alters nuclear translocation of beta-catenin in HeLa cells; nuclear translocation activity, % at 5 µM; 190,000 tested, 0.3% active; immunofluorescence imaging; AID 1665;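 active means nuclear translocation activity above 50% at 5 µM, with a well cell count of 50 or more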;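 further: per-cell ratio of nuclear to cytoplasmic median beta-catenin stain intensity; plate controls were DMSO negative control for no effect and GSK-3 inhibitor IX positive control for full effect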
#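 Test system: human HeLa cells, native beta-catenin. Compound dosing: 5 µM primary single dose, 0.1% DMSO, 0.02–20 µM confirmation series. Incubation: compound exposure 24 h at 37°C. Detection: beta-catenin immunostaining with DAPI counterstain, 20x imaging, 6 fields/well. Read-out basis: Nuclear/cytoplasmic beta-catenin signal ratio, % activation.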
# Insulin prom up = MIN6 insulin promoter up-regulation | MIN6 insulin promoter-GFP reporter, high-content imaging; active compounds read high | z-score at 5 µM | 190,000 tested, 0.3% active;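 active means z-score above 3 at 5 µM with at least 500 cells counted in the well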
# PMI inhibitors = inhibitors of human PMI, primary screen, biochemical, fluorescence intensity, coupled assay (AID 1209); 190,000 tested, 0.42% active; inhibition, % at 20 µM, or IC50 in µM where a hit was titrated; purified PMI enzyme, coupled fluorescence intensity; higher % means a stronger effect; in the data active means inhibition above about 50%;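 further: plate controls were DMSO vehicle for no effect and wells lacking substrate for full effect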
# MT stabilizer = stabilizes microtubules in HeLa cells | HeLa tubulin immunostaining HCS, 24 h; share of cells brighter than vehicle mean+2SD | % tubulin-high responders, % at 10 µM | 200,000 tested, 0.83% active | AID 2205;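 active means plate Z-score above 3 for both tubulin-high and condensed-nucleus cell shares, with cell loss under 80%, at 10 µM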;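 further: anti alpha tubulin signal scored within the nucleus-defined area of each cell; some results filed as inactive read as strong as hits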
# Dynein cargo inh cytoplasmic EGFP = further read-out of Dynein cargo inh, marked with its call; z-score; measured here: cytoplasmic GR-EGFP intensity; active compounds read high
# Dynein cargo inh nuclear GR-EGFP = second read-out of Dynein cargo inh, no call of its own (marks repeat the call); z-score; measured here: nuclear GR-EGFP intensity;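 lower value marks the stronger effect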
# Dynein cargo inh cell count = recorded beside Dynein cargo inh, whose call it bears; z-score; measured here: cell count per field
# Insulin prom up cell count = also measured in Insulin prom up; calls as there; cell count; measured here: cytotoxicity, nuclei count;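 total cells summed across four imaged fields per well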
# Hep lipid drop cells 6.5 µM = recorded beside Hep lipid drop, whose call it bears; cell count; measured here: cell count, cytotoxicity flag;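 cells counted across two imaged fields per well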
# b-catenin transl cell count 5 µM = recorded beside b-catenin transl, whose call it bears; cell count; measured here: cell count, cytotoxicity flag
# T cell HTS vesicle-bound % = second read-out of T cell HTS, no call of its own (marks repeat the call); double positive events, %; measured here: CD8+ vesicle-bound cell fraction;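 binding gate set so that unloaded-vesicle control wells show 10% double positive cells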
# MT stabilizer Hoechst-high % = recorded beside MT stabilizer, whose call it bears; % Hoechst-high responders; measured here: nuclear condensation Hoechst responders;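 share of cells brighter than vehicle mean plus two SD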
# MT stabilizer cytotoxicity % = further read-out of MT stabilizer, marked with its call; toxicity, %; measured here: cytotoxicity by cell density;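 0% = mean cell density of plate MIN control wells and 100% = no cells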
# Myeloid diff MLP GFP+ MAC1+ % = also measured in Myeloid diff MLP; calls as there; GFP+ MAC1+ double positive, %; measured here: differentiation confirmed by MAC1 staining
# The depositor's hits bear a star; i = inactive; x = no result given. An unsorted share of the library. About 3% of those tested had a hit in this group.
SMILES,T cell HTS,T cell HTS vesicle-bound %,Dynein cargo inh,Dynein cargo inh cytoplasmic EGFP,Dynein cargo inh nuclear GR-EGFP,Dynein cargo inh cell count,Hep lipid drop,Hep lipid drop cells 6.5 µM,Myeloid diff MLP,Myeloid diff MLP GFP+ MAC1+ %,TNAP activators,b-catenin transl,b-catenin transl cell count 5 µM,Insulin prom up,Insulin prom up cell count,PMI inhibitors,MT stabilizer,MT stabilizer Hoechst-high %,MT stabilizer cytotoxicity %
Cc1ccc(-c2nc(C)sc2CC(=O)Nc2cccc(C)c2C)cc1,i,44,-0.21,-0.19,0.15,0.46,-4,608,i,0.5,1.2,-1.8,1104,-0.31,1375,12%,3.9,4.0,2.1
CN(Cc1ccccc1)C(=S)NC(=O)c1ccc(-c2ccccc2)cc1,i,56,0.45,-0.11,0.084,0.24,-8,657,i,2.9,1,2.5,1006,-0.59,1221,6%,8.2,2.7,1.2
Cc1c(C(=O)NN2CCN(C)CC2)cccc1[N+](=O)[O-],i,33,1.5,-0.23,0.95,-0.61,x,x,i,2.2,1,x,x,x,x,-15%,2.0,1.9,8.5
CC(=O)OCC1OC(n2ncc(=O)n(Cc3ccccc3)c2=O)C(OC(C)=O)C1OC(C)=O (stereo not drawn),i,53,-1.1,-0.36,-0.83,0.09,-6,728,i,0.3,1.1,0.1,1106,-0.69,1452,7%,5.2,3.0,2.9
CSc1ccc(/C=N/Nc2ccc(Cl)c(C(=O)O)c2)cc1,i,31,-1.3,-0.043,-0.36,1.3,-12,688,i,0.3,1.2,-3.7,1086,-0.35,1569,-72%,2.9,2.3,7.1
O=C(NC1CCCCC1)Sc1ccc(Cl)cc1,i,57,-1.6,0.54,-0.53,-1.3,0,774,i,1.9,0.9,-2.2,1034,-0.42,1061,26%,8.1,1.7,7.8
N#CC(c1ccc(O)cc1)N1CCCCC1 (stereo not drawn),i,45,-0.34,-0.098,-0.074,1.2,10,841,i,1.6,1.1,x,x,-0.24,916,2%,1.6,1.6,6.7
COc1ccccc1NC(=S)NC1CC2CCC1C2 (stereo not drawn),i,17,-0.52,-0.23,0.36,0.057,0,698,i,0.8,x,0.3,1307,-0.96,1021,x,x,x,x
CCN(CC)S(=O)(=O)c1ccc(S(=O)(=O)N2CCCC2)cc1,i,27,-0.83,-0.22,-0.71,0.83,1,645,i,0.2,1.1,2.1,1457,-0.15,1580,x,2.5,3.2,8.6
O=S(=O)(c1ccccc1)c1nc(-c2cccs2)oc1NCC1CCCO1 (stereo not drawn),i,43,-1.2,-0.27,-0.69,0.14,-4,648,i,0.8,1,4.3,1028,x,x,-19%,0.8,2.0,4.0
O=C(COc1ccccc1)N1CCN(c2ccc([N+](=O)[O-])c(N3CCCCC3)c2)CC1,i,31,0.37,-0.21,0.51,0.052,x,x,i,7.2,0.9,-2.0,1416,0.02,1637,8%,2.1,2.0,9.2
CN(C(=O)n1cnc2ccccc21)c1ccccc1,i,44,-0.051,-0.18,-0.27,-0.041,-10,565,i,0.5,1.1,0.8,975,0.1,1340,5%,2.4,3.5,7.2
Cc1c(-c2ccccc2)nc2ccccc2c1C(=O)O,i,35,0.48,-0.23,0.5,0.13,13,728,i,8.4,1.2,x,x,-1,1107,2%,4.3,2.1,7.5
O=S(=O)(Nc1ccc(Cl)nn1)c1ccccc1,i,32,0.47,-0.2,0.8,-0.83,-19,681,i,0.4,1.1,-4.0,1048,-0.51,1591,2%,2.0,2.0,7.4
Cn1c(SCc2c(Cl)cccc2Cl)nnc1-c1ccc2nonc2c1,i,24,0.93,-0.2,0.33,-0.27,x,x,i,0.7,x,0.6,1338,-0.52,1328,x,x,x,x
COC(=O)c1ccc(C(C(=O)NC2CCCCC2)N(Cc2ccccc2)C(=O)Cc2cccs2)cc1 (stereo not drawn),i,44,2.3,-0.18,0.74,-1.1,-6,471,i,0.7,1.1,x,x,-0.65,1173,12%,2.8,5.0,2.8
COc1cc(NC(=S)NNC(=O)C(C)(C)O)cc(OC)c1,i,49,0.12,-0.18,0.064,0.12,-21,642,i,0.5,1,-1.3,1507,0.68,1518,13%,2.5,1.5,4.0
Cc1cc(C)c(C#N)c(SCc2ccccc2C(=O)O)n1,i,36,-0.18,1.3,0.022,0.054,x,x,i,0.7,1.1,-4.3,932,0.48,1244,1%,4.6,2.3,4.8
CN(CC(=O)Nc1cccc2c1CCCC2)S(=O)(=O)c1ccc(Cl)cc1,i,39,-0.84,-0.18,-0.44,0.99,x,x,i,9.2,1.1,4.2,1421,0.66,1581,2%,1.4,1.8,6.7
Cn1c(N/N=C/c2cccs2)nc2c1c(=O)n(Cc1ccccc1)c(=O)n2C,i,49,-0.37,-0.18,0.0011,-0.25,7,595,i,1.1,1.2,-0.8,1129,-0.5,1212,9%,3.1,1.8,9.6
CN(C)c1cccc(C(=O)OCc2cc(=O)oc3cc(O)ccc23)c1,i,52,1.6,0.28,2,-1.5,-19,768,i,0.4,1.1,1.7,1167,x,x,17%,2.5,1.7,6.5
Nc1nc(NC(=O)C(Cl)(Cl)Cl)nn1-c1ccccc1,i,53,-0.16,-0.27,0.044,1,14,598,i,2.6,0.9,0.8,568,0.29,1216,-5%,2.5,1.3,3.0
COc1ccc(-c2nc(C)sc2CC(=O)O)cc1OC,i,53,-0.63,-0.41,-0.021,0.46,8,700,i,0.3,1.1,-2.6,1158,-0.07,1251,-8%,4.5,2.8,6.8
COc1cccc(NC(=O)COC(=O)CCS(=O)(=O)c2ccc(C)cc2)c1,i,36,-0.34,-0.37,-0.6,0.77,14,694,i,0.8,1.1,-2.4,1066,0.34,1347,7%,2.0,1.9,3.3
O=C(NCc1cccnc1)c1cn(CCc2ccccc2)nn1,i,35,1.2,-0.027,0.91,0.023,19,710,i,0.6,1.1,-0.1,1044,-0.22,1636,7%,2.4,2.1,6.1
O=C(NCCOCCOCCNC(=O)c1ccccc1)c1ccccc1,i,57,0.98,-0.34,0.49,-0.94,6,656,i,0.7,1.1,-1.6,1117,-0.32,1100,-6%,2.5,1.2,7.1
Cc1ccccc1N(CC(=O)N1CCOCC1)S(C)(=O)=O,i,34,-1,-0.057,-0.64,-1.2,-3,739,i,0.4,1.1,0.1,1538,0.13,1385,x,1.9,1.7,7.9
O=C(c1cccc(C(F)(F)F)c1)C1CCCN(C(=O)CCc2cnccn2)C1 (stereo not drawn),i,43,0.18,-0.29,0.027,0.77,5,663,i,0.8,1.1,-0.8,1010,0.47,1346,13%,4.9,1.7,4.5
Cc1cc(=O)oc2c(CN(CC(C)C)CC(C)C)c(O)ccc12,i,43,-0.37,-0.37,-0.18,0.15,2,801,x,x,1.1,-2.8,1189,-0.1,858,3%,1.6,2.0,3.0
CCN1CCN(C(=O)/C=C/c2ccc([N+](=O)[O-])cc2)CC1,i,60,1.7,-0.097,0.91,-1.8,-2,752,i,0.1,1.1,1.5,534,0.39,1341,14%,2.7,1.6,2.4
CN(Cc1ccccc1)c1nc(N)c([N+](=O)[O-])c(NCc2ccccc2)n1,i,51,0.23,-0.15,0.43,-0.39,4,655,i,1.1,1.1,-0.9,1174,-1.1,1491,18%,2.0,2.5,4.0
COc1ccc(C)cc1N(C(=O)COc1cccc(F)c1)c1nc2ccccc2s1,i,53,0.24,-0.23,0.23,-0.21,6,660,i,0.3,1.2,-0.3,1024,-0.01,1479,21%,2.4,2.1,6.9
CCOC(=O)c1ccc(NC(=O)CC2OCCN(CC)C2=O)cc1 (stereo not drawn),i,33,-0.16,-0.17,-0.25,0.32,4,729,i,0.8,1.1,x,x,x,x,2%,4.1,1.7,5.1
Cc1ccc(S(=O)(=O)NC(=NC(C)C)c2ccccc2)cc1,i,6,0.24,-0.29,0.22,0.38,-7,678,i,1.0,1,-1.0,1035,x,x,-7%,2.9,1.8,4.7
NNC(=O)CNC(c1ccccc1)c1cc(Br)ccc1N (stereo not drawn),i,54,0.0054,-0.25,0.019,-0.015,-2,707,i,0.4,x,0.4,1265,0.19,1080,x,x,x,x

# Three compounds already listed, arranged by their value in PMI inhibitors, high to low.
Structure | PMI inhibitors
CN(Cc1ccccc1)c1nc(N)c([N+](=O)[O-])c(NCc2ccccc2)n1 | 18%
CCN1CCN(C(=O)/C=C/c2ccc([N+](=O)[O-])cc2)CC1 | 14%
Cc1cc(=O)oc2c(CN(CC(C)C)CC(C)C)c(O)ccc12 | 3%

# High-throughput results deposited in PubChem by several laboratories.
